Tb PFK inh: qHTS Assay to Find Inhibitors of T. brucei phosphofructokinase; ATP-dependent 6-phosphofructokinase (Trypanosoma brucei brucei), O15648; T. brucei PFK, ADP-Glo luminescence; Potency, µM (top dose mostly 57.5 µM), for inactives: at the top dose activity, negative = inhibition, most hits filed as inhibitors; hit rate 0.17% among 330,000;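 further: potency means the concentration at half of the fitted maximal effect; 0% = uninhibited 1x PFK enzyme wells and -100% = no-enzyme wells; nearly all actives have a fitted effect of over 60% in size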
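Compounds were pin-transferred as a titration series up to 57 uM into substrate buffer (0.5 mM F6P, 0.1 mM ATP, pH 8.0), then 1.25 nM PFK was added and reactions ran 45 min before ADP-Glo detection.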
BRCA1 expr up: qHTS Assay to Identify Small Molecule Activators of BRCA1 Expression | AID 624202, 2012 | Potency, µM (doses to about 46.1 µM), without a hit: top-dose activation, most hits filed as activators | MCF7-BRCA1-FFLuc reporter, luminescence, 48 h; response scale: scaled: vehicle 0%, 10 µM genistein 100% | hit rate 1.1% among 380,000; further: potency means the concentration at half of the fitted maximal effect; nearly all actives have a fitted effect of over 80% in size; some results filed as inactive show a strong effect at the top dose
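MCF7 cells carrying a BRCA1-firefly luciferase reporter (2000 cells/well, phenol-red free MEM) were attached for 2 h at 37 °C, then given compounds for 48 h. Luminescence was read 15 min after luciferase reagent; activity normalized to genistein (10 microM) and DMSO.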
FLuc counter: qHTS profiling assay for firefly luciferase inhibitor/activator using purifed enzyme and Km concentrations of substrates (counterscreen for miR-21 project); hit rate 6.9% among 360,000; AID 588342, 2011; Potency, µM (top dose mostly 57.5 µM), for inactives: top-dose activity change, negative = inhibition, most hits filed as inhibitors; Luciferin 4-monooxygenase (Photinus pyralis), P08659; purified FLuc, Km substrates, luminescence inhibition;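 further: potency means the concentration at half of the fitted maximal effect; plate controls were vehicle for no effect and reference inhibitor for full effect; nearly all actives have a fitted effect of over 55% in size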
Target sequence (P08659 whole entry, looked up): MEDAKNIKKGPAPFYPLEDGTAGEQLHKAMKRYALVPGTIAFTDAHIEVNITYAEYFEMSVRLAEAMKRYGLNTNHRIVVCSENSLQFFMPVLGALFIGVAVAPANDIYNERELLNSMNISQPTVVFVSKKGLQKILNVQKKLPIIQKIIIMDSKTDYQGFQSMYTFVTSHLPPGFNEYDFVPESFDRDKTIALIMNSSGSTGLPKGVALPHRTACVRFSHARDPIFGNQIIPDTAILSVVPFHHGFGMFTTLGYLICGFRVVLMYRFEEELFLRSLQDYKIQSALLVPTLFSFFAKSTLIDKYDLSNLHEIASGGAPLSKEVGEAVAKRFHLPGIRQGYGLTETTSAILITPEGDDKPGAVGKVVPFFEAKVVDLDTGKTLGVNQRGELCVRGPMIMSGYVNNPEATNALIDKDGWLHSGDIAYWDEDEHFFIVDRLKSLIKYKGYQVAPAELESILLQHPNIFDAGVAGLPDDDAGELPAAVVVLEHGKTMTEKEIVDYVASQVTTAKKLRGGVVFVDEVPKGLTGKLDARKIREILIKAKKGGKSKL
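Purified P. pyralis luciferase (10nM final) with 10uM D-luciferin and 10uM ATP (Km levels) in 50mM Tris acetate pH 7.5, 10mM Mg acetate, 0.01% Tween-20, 0.05% BSA; qHTS 6-point titration, ~60 µM downward; luminescence read.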
ELG1 genotoxic: qHTS screen for small molecules that induce genotoxicity in human embryonic kidney (HEK293T) cells expressing luciferase-tagged ELG1; HEK293T ELG1-luciferase reporter, luminescence, 16 h; Potency, µM (highest dose often 46 µM), inactives show top-dose activity change, positive = activation, usual class: activators; hit rate 1.3% among 330,000; further: potency means the concentration at half of the fitted maximal effect; % of control where 0% means no effect; nearly all actives have a fitted effect of over 60% in size
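DMSO vehicle served as control against compound-treated ELG1-luciferase HEK293T cells; exposure lasted 16 hr at 37 °C and 5% CO2, followed by ONE-Glo luminescence detection after 30 min.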
NPC1 prom act: qHTS Assay for NPC1 Promoter Activators | Huh7 NPC1 promoter luciferase reporter, 24 h | Potency, µM (top dose mostly 9.22 µM), inactives show at the highest dose activation, hits mostly activators | AID 485313, 2010 | hit rate 2.4% among 320,000;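 further: potency means the concentration at half of the fitted maximal effect; % of control where 0% means no effect; nearly all actives have a fitted effect of over 60% in size; reporter is driven by a mutant NPC1 promoter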
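Compounds in DMSO were transferred onto Huh7 NPC1-luciferase reporter cells pre-incubated 2 h; after 24 h at 37 °C, Amplite reagent was dispensed and luminescence recorded 10 min later.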
RORg inh: qHTS for inhibitors of ROR gamma transcriptional activity; hit rate 5.4% among 310,000; AID 2551, 2010; Nuclear receptor ROR-gamma (Mus musculus), P51450; Potency, µM (titrated, usually from 53.6 µM), inactives show at the top dose activity change, negative = inhibition, hits mostly inhibitors; Drosophila S2 Gal4-RORgamma UAS-luciferase reporter, 20 h; further: potency means the concentration at half of the fitted maximal effect; on the % scale 0 is the no-effect control and ±100 the full control effect; nearly all actives have a fitted effect of over 60% in size
Target sequence (P51450 whole entry, looked up, the tested form may be a part): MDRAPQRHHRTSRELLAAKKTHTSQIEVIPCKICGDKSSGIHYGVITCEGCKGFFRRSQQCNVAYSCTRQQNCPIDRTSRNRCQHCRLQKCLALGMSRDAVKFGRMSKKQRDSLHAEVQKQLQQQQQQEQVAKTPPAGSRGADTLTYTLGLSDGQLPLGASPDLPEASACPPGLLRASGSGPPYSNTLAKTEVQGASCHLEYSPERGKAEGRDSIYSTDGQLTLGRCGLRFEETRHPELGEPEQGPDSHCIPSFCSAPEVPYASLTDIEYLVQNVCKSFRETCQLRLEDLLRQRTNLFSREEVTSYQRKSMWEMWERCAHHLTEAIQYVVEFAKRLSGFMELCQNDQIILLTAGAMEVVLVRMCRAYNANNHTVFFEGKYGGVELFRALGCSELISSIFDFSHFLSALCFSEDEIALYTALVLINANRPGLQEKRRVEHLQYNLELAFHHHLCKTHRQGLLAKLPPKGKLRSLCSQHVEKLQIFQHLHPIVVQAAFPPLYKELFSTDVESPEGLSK
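Schneider cells (Drosophila), stable Gal4 DBD–ROR gamma + UAS-luc; 1 hr cmpd preincubation; Cu2+ induction 700 uM final; 20 hr ambient; luminescence.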
Gal4-VP16 FLuc: VP16 counterscreen qHTS for inhibitors of ROR gamma transcriptional activity | AID 2546, 2010 | hit rate 3.5% among 310,000 | Potency, µM (titrated, usually from 53.6 µM), without a hit: at the highest dose activity, negative = inhibition, hits mostly inhibitors | Drosophila S2 Gal4-VP16 UAS-luciferase, luminescence, 20 h;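 further: Gal4-VP16 expression switched on by copper sulfate through the metallothionein promoter; potency means the concentration at half of the fitted maximal effect; on the % scale 0 is the no-effect control and ±100 the full control effect; nearly all actives have a fitted effect of over 50% in size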
TRPV1 agonist: HTS Assay for Compounds that Act as Agonists of the Vanilloid Receptor 1; AID 540275, 2011; hit rate 0.19% among 320,000; TRPV1-expressing cells, Fluo-8 calcium influx, agonist mode; activation, % at 8.33 µM; Transient receptor potential cation channel subfamily V member 1 (Homo sapiens), Q8NER1; in the data active means activation above about 80%; inconclusive means between about 30% and that limit; further: 0% is about no effect
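Cells expressing TRPV1 were dye-loaded with Fluo-8 and read kinetically: 10 s baseline, 3 min after compound (agonist portion), then 2 min after EC20 capsaicin (allosteric enhancer portion). Calcium-bound dye fluorescence at 480/520 nm.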
p53 reactivator: qHTS assay for re-activators of p53 using a Luc reporter; H1299 p53-A138V BP100-luciferase reporter, luminescence, 24 h; Potency, µM (doses to about 92.2 µM), for the others: at the highest dose activity change, positive = activation, most hits filed as activators; hit rate 0.063% among 320,000; AID 504706, 2011; further: potency means the concentration at half of the fitted maximal effect; % of control where 0% means no effect; nearly all actives have a fitted effect of over 45% in size
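p53-null H1299 cells stably carrying temperature-sensitive p53-A138V and a BP100-luciferase reporter were pinned with compounds (4-point, 1:5 series) and held 24 hrs at 37 deg C. Luminescence was read 10 min after detection reagent.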
ELG1 DNA repair: qHTS screen for small molecules that inhibit ELG1-dependent DNA repair in human embryonic kidney (HEK293T) cells expressing luciferase-tagged ELG1; HEK293T ELG1-luciferase reporter, luminescence, 16 h; DNA damage induced by 5-fluorouridine; Potency, µM (series often up to 46.1 µM), for inactives: at the highest dose activity change, negative = inhibition, usual class: inhibitors; hit rate 2.3% among 330,000; AID 504467, 2011; further: potency means the concentration at half of the fitted maximal effect; on the % scale 0 is the no-effect control and ±100 the full control effect; nearly all actives have a fitted effect of over 55% in size
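Overnight (16 hr) co-exposure of 2,000 cells/well to 5-fluorouridine and compound at 37 °C preceded detection. Luciferase was quantified via ONE-Glo luminescence; loss of signal denotes inhibition.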
Rab9 prom act: qHTS Assay for Rab9 Promoter Activators | Huh7 Rab9 promoter-luciferase reporter, luminescence, 24 h | Potency, µM (series often up to 9.22 µM), for inactives: top-dose activation, negative = inhibition, hits mostly activators | hit rate 2.8% among 320,000 | AID 485297, 2010; further: potency means the concentration at half of the fitted maximal effect; % of control where 0% means no effect; nearly all actives have a fitted effect of over 60% in size
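Steps: seed 1500 Huh7 Rab9-luc cells per well, rest 2 h at 37 °C; add compound in DMSO; incubate 24 h; add luciferase reagent, 10 min ambient; read luminescence.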
Active calls of the source: *; ? = inconclusive; nt = not tested or not shown; & = joins results of further samples; [ ] = remark or other dose. Unless noted, the call rests on the fitted dose curve; in most records, active means well fitted curve in the direction sought with a large enough effect; inconclusive means small, poorly fitted or top-dose-only effect, or another doubt; inactive means no such curve, though single readings can be large; an effect the other way counts as inactive or inconclusive.

SMILES	Tb PFK inh	BRCA1 expr up	FLuc counter	ELG1 genotoxic	NPC1 prom act	RORg inh	Gal4-VP16 FLuc	TRPV1 agonist	p53 reactivator	ELG1 DNA repair	Rab9 prom act
O=C(OCC(=O)N1CCN(C(=O)COC(=O)c2ccncc2)CC1)c1ccncc1	-2.0%	1.6%	0.4%	2.7%	5.1%	-2.7%[10 µM]	3.9%	3.3	1.8%	3.0%	1.4%
CCCCOc1ccc(C2OC34CCCCC3C(C#N)(C#N)C2(C#N)C(=N)O4)cc1 (stereo not given)	0.3%	0.6%	-4.6%	-0.2%	-0.1%	-29.4%	10.9%	0.3	8.0%	11.4%	-1.2%
O=C(Nc1ccccc1C(=O)NCc1ccco1)c1ccco1	-3.3%	-3.3%	-0.6%	8.8%	9.2%	-6.3%	4.2%	4.2	2.3%	6.4%	-1.0%
CCSCCOC(=O)C1=C(C)NC2=C(C(=O)CCC2)C1c1coc2ccccc2c1=O (stereo not given)	-4.0%	-29.7%	5.8%	4.5%	-1.3%	23.9%	-4.8%	7.9	13.1%	14.7%	4.7%
CCOc1ccc(C(CC(=O)O)NC(=O)CCCOc2ccc(Cl)cc2C)cc1 (stereo not given)	-7.2%	20.9%	?	1.2%	4.2%	-12.7%	7.1%	-1.4	-1.6%	-3.4%	-8.3%
CCN(CC)CCNC(=O)c1cc2c(=O)n(C)c3ccccc3c2n1C	2.6%	12.1%	2.7%	17.2%	1.2%	0.9%	?	1.2	-6.0%	16.2%	5.8%
COc1ccc(-n2c(Cc3cccn3C)nnc2SCC(=O)Nc2cccc(NC(C)=O)c2)cc1	0.3%	8.1%	-0.4%	-0.8%	-3.3%	15.2%	-0.8%	-3.3	1.9%	2.2%	-4.3%
O=C(COC(=O)c1cc(Cl)cc(Cl)c1)NCc1ccco1	?	3.2%	nt	1.4%	nt	nt	nt	nt	12.4%	18.9%	nt
Fc1cccc(CSc2ccc3nnc(-c4ccccn4)n3n2)c1	-6.3%	-3.6%	-0.2%	0.0%	-2.4%	6.2%	-11.0%	4.6	-2.0%	0.3%	-12.0%
Cc1ccc(CC(=O)N2CCN(C(=O)C3CCCO3)CC2)cc1 (stereo not given)	0.6%	3.2%	3.8%	-0.4%	-4.2%	12.2%	0.4%	1.3	-0.4%	1.1%	-4.9%
CCc1ccc(Nc2ccc(C(N)=O)cc2[N+](=O)[O-])cc1	0.2%	1.0%	-13.5%	-1.6%	1.2%	?	-9.1%	6.0	1.2%	-14.4%	-3.7%
COC(=O)c1ccccc1NC(=O)N1c2ccccc2CC1C (stereo not given)	-5.6%	-57.9%	?	-7.9%	7.3%	24.9%	4.7%	5.3	-0.2%	-18.6%	-3.8%
CCC(C)NC(=O)Cn1nc(C(F)(F)F)c2c1CCC2 (stereo not given)	-1.8%	-4.9%	-2.6%	1.1%	-0.7%	-2.0%	-0.4%	6.7	-0.1%	-14.0%	0.4%
Cc1sc2c(c1C)c(=O)n(-c1ccc(Cl)cc1)c(=O)n2Cc1cc(=O)n2ccccc2n1	-2.9%	0.4%	-1.4%&-0.9%	6.7%	-2.4%	-7.9%	1.6%	-1.0	0.6%	-2.2%	-4.3%
COc1ccc(N2CCN(c3ccc(NC(=O)NN)cc3)CC2)cc1	-2.8%	-10.4%	3.1%	-3.0%	-1.6%	1.1%[1.91 µM]	-0.1%	2.4	12.9%	1.6%	5.2%
CCCCNC(=O)CCCCCNS(=O)(=O)c1ccc(Br)cc1	6.0%	0.1%	-6.9%	-2.8%	-0.5%	19.1%	-2.4%	1.0	1.1%	-7.1%	7.1%
CCN1CCc2c(sc(NC(=O)c3cc4ccccc4cc3OC)c2C(N)=O)C1	0.5%	-6.8%	9.53µM*	10.1%	-4.7%	4.47µM*	5.62µM*	2.9	?	0.7%	3.6%
O=C(NC1CCCC1)C1c2ccccc2C(=O)N1C1CCCCC1 (stereo not given)	0.9%	3.5%	-2.1%	2.5%	2.4%	-24.2%	-0.5%	-1.6	-12.8%	0.2%	5.2%
Cc1ccc(-c2cc(C(=O)NC3=NCCS3)c3cc(Br)ccc3n2)o1	-12.9%	nt	6.01µM*	-5.5%	4.5%	7.94µM*	14.1µM*	-2.5	4.4%	-13.1%	10.2%
Cn1c(SCC(=O)OCc2ccccc2)nnc1-c1ccco1	-5.4%	8.4%	4.0%	4.8%	-1.0%	17.8%	-8.0%	2.3	-3.5%	0.0%	0.4%
Cc1cc(C)nc(SCC(=O)Nc2ncc(C(F)(F)F)cc2Cl)n1	-0.5%	0.6%	-1.2%	-3.4%	1.8%	-9.2%	-6.1%	-4.5	6.4%	1.6%	-5.8%
Cc1ccc(NC(=O)c2cccnc2)cc1C	3.0%	83.3%	?	?	28.3%	-2.1%	20.2%	22.4	nt	?	?
COc1ccc(-c2c[nH]c(=O)[nH]c2=O)cc1OC	-3.1%	-0.1%	-1.9%	3.0%	0.4%	11.9%	0.6%	1.5	-4.8%	?	-0.6%
Cc1nnc(SC(C)C(=O)NC2CCCCC2C)s1 (stereo not given)	-1.3%	-4.2%	-3.7%	3.6%	0.4%	nt	nt	6.8	10.4%	16.1%	-1.7%
COC(=O)c1ccccc1NC(=O)C1COc2ccccc2O1 (stereo not given)	-1.9%	14.9%	?	?	0.7%	1.1%	-6.3%	-7.0	23.2%	19.9%	7.6%
Cc1c(C(N)=O)sc2ncn(CC(=O)N3CCC(C)CC3)c(=O)c12	0.2%	-1.7%	5.5%	7.3%	-0.3%	26.7%	6.5%	4.5	-4.0%	7.4%	-2.4%
CCCOc1ccc(C(=O)CCC(=O)OCC(=O)Nc2cc(C)on2)cc1	3.0%	nt	?	-0.4%	-0.3%	-24.6%	1.1%	4.2	6.9%	13.5%	-9.0%
O=C(CSc1nnc(SCC(=O)c2ccco2)s1)c1ccco1	-8.7%	35.4%	-14.9%	0.2%	3.7%	9.9%	20.4%	13.4	22.8%	26.3%	11.3%
CC(C)NC(=O)CC1(C(=O)NCc2ccc(Cl)cc2)CCCC1	-14.2%	-21.6%	0.1%	-1.3%	-0.1%	-8.6%	6.2%	0.7	-5.8%	-1.7%	-13.3%
Cc1ccccc1OCCNC(=O)c1ccccc1Sc1ccccc1C#N	0.9%	-42.1%	4.4%	-2.8%	-2.5%	23.8%	7.6%	0.6	2.1%	-28.3%	-1.3%
c1ccc(NC2=NCCN2CCC2CCCC2)cc1	-1.6%	-16.8%	0.2%	-0.7%	-4.8%	-12.7%	5.6%	2.5	nt	2.4%	-1.5%
CC(C)C(C(=O)NCc1ccccc1)N(CC1CCCO1)C(=O)CNS(=O)(=O)c1ccccc1 (stereo not given)	-2.5%	-7.2%	-2.2%	-8.0%	-1.7%	-21.8%	2.4%	0.6	-1.1%	7.8%	-2.4%
CCn1nc(C)c(NC(=O)c2cnn3c(C(F)F)cc(-c4ccccc4)nc23)c1C	-1.3%	-8.0%	-4.2%	-3.2%	-5.8%	3.1%	-2.8%	6.4	-2.6%	-27.8%	0.1%
CN(C)c1ccc(N=Cc2cccn2C)cc1	-4.5%	39.8%	3.38µM*	14.6µM*	16.4%	?	-59.8%	-0.1	?	?	24.1%
O=S(=O)(Nc1ccc(N2CCCCC2)cc1)c1ccc(F)c(F)c1	4.0%	-27.0%	-2.4%	-2.6%	-0.3%	-23.6%	?	3.0	16.7%	3.0%	-7.0%
COCCOC(=O)C1=C(C)NC(=O)N(C(C)=O)C1c1ccc(Cl)cc1 (stereo not given)	-3.2%	12.8%	-0.9%	3.0%	0.1%	-10.4%	3.1%	0.2	-1.0%	15.8%	-0.6%

Bioassay records from PubChem BioAssay.
